Assay outcomes (PubChem BioAssay)
MEKK2wt PB1 HTS: raises or lowers MEK5 binding to wildtype human MEKK2 PB1 domain; Q9Y2U5; bead flow cytometry, Alexa488-MEK5 binding to MEKK2 WT; actives lie on both sides; binding response (% of control), % at 10 µM; hit rate 1.1% among 290,000; in the data active = binding response below about 67% or above about 130%
PfM18AAP inh: blocks P. falciparum M18 aspartyl aminopeptidase; recombinant PfM18AAP, H-Glu-NHMec fluorogenic cleavage; inhibition, % at 7.35 µM; hit rate 1.2% among 290,000;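 active = inhibition above the campaign mean inhibition over all tested compounds plus 3 SD, cut at about 28% in these data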;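 note: 0% = plate median of test compound wells and 100% = 2 mM ZnCl2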
NALP1 yeast inh: inhibitors of NALP1 inflammasome in yeast. hit rate 0.61% among 280,000. inhibition, % at 10 µM. S. cerevisiae NALP1/ASC/caspase-1 growth, X-gal OD620, 72 h; in the data active = inhibition mostly above about 24%, no sharp cut-off; inactive = mostly below about 32%; note: some compounds called inactive have numbers as strong as hits
OXTR ag: activates the human oxytocin receptor | P30559 | CHO-OTR cells, Fluo-8 calcium fluorescence; normalized: DMSO 0%, oxytocin 100% | activation, % at 3 µM | hit rate 0.32% among 320,000 | AID 2435;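 active = activation above the mean of all tested compounds plus 3 SD, cutoff set per screening run, cut at about 20% in these data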;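 note: peak over basal fluorescence ratio from a 100 s FLIPR kinetic read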
Target sequence (P30559 whole entry, looked up): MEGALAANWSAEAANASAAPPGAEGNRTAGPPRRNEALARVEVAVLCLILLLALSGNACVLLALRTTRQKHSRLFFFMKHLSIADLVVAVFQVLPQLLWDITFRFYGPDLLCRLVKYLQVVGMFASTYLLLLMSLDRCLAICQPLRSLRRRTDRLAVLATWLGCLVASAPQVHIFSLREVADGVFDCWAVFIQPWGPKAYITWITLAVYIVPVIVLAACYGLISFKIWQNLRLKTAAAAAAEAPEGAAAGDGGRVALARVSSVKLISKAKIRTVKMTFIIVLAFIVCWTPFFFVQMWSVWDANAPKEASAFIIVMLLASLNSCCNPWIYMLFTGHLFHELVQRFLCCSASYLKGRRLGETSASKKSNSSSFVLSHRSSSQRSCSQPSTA
OXTR potentiate: potentiators of human oxytocin receptor | hit rate 0.061% among 320,000 | P30559 | activation, % at 3 µM | CHO-OTR cells, Fluo-8 calcium fluorescence, potentiator mode; 0% = oxytocin EC15, 100% = EC100;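 active = activation above that plate's cutoff, the mean activation of tested compounds plus 3 SD, cut at about 6.6% in these data, passing the limit was not always enough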;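 note: 100% uses oxytocin at 75 nM as the full agonist control; some results filed as inactive read as strong as hits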
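test system = CHO-OTR cells, human receptor | compound = single-point 3.0 µM | schedule = 6 min compound pre-incubation at room temperature, 100 s kinetic read | signal = Fluo-8 no-wash calcium dye fluorescence, excitation 470-495 nm, emission 515-575 nm | repeats = single well per compound, singlicate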
V1R ag counter: counter-screen for oxytocin receptor agonists: human V1a receptor agonists; P37288; CHO-V1R cells, Fluo-8 calcium fluorescence, agonist mode; 0% DMSO, 100% 3 nM vasopressin; activation, % at 3 µM; hit rate 0.25% among 320,000; AID 2797;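 active = activation above the mean activation of all tested compounds plus 3 SD, per screening run, cut at about 20% in these data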;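 note: signal is peak over basal fluorescence ratio across a 100 second FLIPR read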
GPR7 antagonist: blocks human GPR7 receptor signaling; GPR7-expressing cells, fluorescence antagonist assay; AID 1861; inhibition, % at 4.4 µM; hit rate 1.1% among 290,000; P48145; in the data active = inhibition above about 16%, passing the limit was not always enough;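 note: cells stimulated with the agonist NPW; 0% = agonist with vehicle and 100% = vehicle without agonist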
Target sequence (P48145 whole entry, looked up): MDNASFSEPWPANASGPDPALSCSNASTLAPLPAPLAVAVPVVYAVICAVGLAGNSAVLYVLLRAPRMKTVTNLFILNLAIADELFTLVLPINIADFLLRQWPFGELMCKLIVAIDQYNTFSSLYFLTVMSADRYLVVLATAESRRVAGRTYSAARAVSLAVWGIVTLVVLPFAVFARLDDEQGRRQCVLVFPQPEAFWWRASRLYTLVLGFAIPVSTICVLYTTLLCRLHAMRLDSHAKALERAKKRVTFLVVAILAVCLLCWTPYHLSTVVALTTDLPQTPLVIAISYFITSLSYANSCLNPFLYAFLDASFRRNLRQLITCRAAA
GalR3 antag: blocks the human galanin receptor 3. O60755. HEK293 GalR3-CNG cAMP membrane potential fluorescence; galR3 body fused to GalR1 C-terminus. inhibition, % at 3 µM. hit rate 0.44% among 360,000. AID 651719;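 active = inhibition above the screen-wide average plus 3 SD, cut at about 13% in these data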;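 note: forskolin and galanin both at EC90 stimulate the cells; cAMP rise reported by CNG channel membrane potential dye signal; 0% = forskolin plus galanin with DMSO and 100% = forskolin alone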
Target sequence (O60755 1-299 limits assumed): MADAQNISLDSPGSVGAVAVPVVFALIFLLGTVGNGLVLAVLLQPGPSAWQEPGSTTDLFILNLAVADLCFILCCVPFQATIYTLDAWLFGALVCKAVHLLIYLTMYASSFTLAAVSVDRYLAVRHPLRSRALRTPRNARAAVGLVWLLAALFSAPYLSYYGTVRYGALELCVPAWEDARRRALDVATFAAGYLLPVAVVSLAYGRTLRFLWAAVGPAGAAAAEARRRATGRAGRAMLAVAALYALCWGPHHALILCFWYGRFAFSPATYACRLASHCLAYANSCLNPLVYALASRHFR
MEKK2 mut-MEK5: signal of MEK5 binding to mutant human MEKK2 PB1 domain; bead flow cytometry, Alexa488-MEK5 binding to MEKK2 mutant; percent response, % at 10 µM; hit rate 0.35% among 290,000; AID 1530; in the data active = percent response above about 24%, passing the limit was not always enough; note: inactives centre near 1; some results filed as inactive read as strong as hits; reference of the scale not given here
Active calls of the source: *; · = not tested or not shown.

[1] COc1ccc(CNc2nc(Cl)c(C#N)s2)cc1
[2] COc1ccc(CCNc2nc(-c3cccnc3)cs2)cc1OC
[3] Cc1csc(NC(=O)CSc2nnc3ncccn23)n1
[4] CC(C)(C)c1ccc(CN2C3=NCCCN3c3ccccc32)cc1
[5] CCc1ccc(Nc2n[n+](-c3ccccc3)c(-c3ccc(N(CC)CC)cc3)s2)cc1
[6] CC(=O)Nc1ccc(Nc2cc(C)nc3c(-c4ccc(Cl)cc4)c(C)nn23)cc1
[7] CC(Cc1ccccc1)NC(=O)C1(c2ccccc2)CCOCC1 (stereo unspecified)
[8] COC(=O)Nc1nc2ccc(-c3n[nH]c(=O)c4ccccc34)cc2[nH]1
[9] Cc1ccc(CSCCNC(=O)c2ccc(Cl)c(S(=O)(=O)N3CCOCC3)c2)cc1
[10] O=C(Nc1ccccc1N1CCCC1)c1ccccc1Cl
Assay by compound	1	2	3	4	5	6	7	8	9	10
MEKK2wt PB1 HTS	99	107	107	99	65*	100	104	97	111	103
PfM18AAP inh	6	-10	-6	-5	6	0	2	-4	-16	10
NALP1 yeast inh	9	8	3	13	36	37	11	24	0	2
OXTR ag	3.2	3.8	1.4	4.0	40*	4.5	-0.5	0.2	5.6	-2.5
OXTR potentiate	-10	-12	-7	-10	-18	0	6	0	-6	-10
V1R ag counter	4.8	5.1	3.0	3.8	17	1.5	0.0	0.1	7.0	-0.6
GPR7 antagonist	13	10	-8	11	62*	-9	14	-3	-5	-12
GalR3 antag	-14	0	-2	-7	-2	-3	-4	-3	-6	-3
MEKK2 mut-MEK5	2	4	7	4	277*	1	2	-1	1	1

[11] Cc1cc(NC(=O)CCC(=O)N(CC(=O)NCC2CCCO2)c2ccc(C)c(C)c2)no1 (stereo unspecified)
[12] O=C(CC1SC(N2CCCCC2)=NC1=O)Nc1cccc(C(=O)O)c1 (stereo unspecified)
[13] Cc1ccc(C)c(NC(=O)C(=O)NCC2CCCN2S(=O)(=O)c2cccs2)c1 (stereo unspecified)
[14] O=[N+]([O-])c1ccc2nc(NS(=O)(=O)c3ccc(Cl)cc3)sc2c1
[15] COc1ccc(C2/C=C\CN(S(=O)(=O)/C=C/c3ccccc3)[C@H](Cc3ccccc3)C(=O)N2Cc2ccc(F)cc2)cc1 (stereo partly specified)
[16] COc1ccc(S(=O)(=O)N(C)C)cc1NS(=O)(=O)c1ccc(F)c(F)c1F
[17] COc1ccc(NC(=S)NC(=O)c2cc3ccccc3o2)c(OC)c1
[18] Cc1ccc(NC(=O)C[n+]2cc(-c3ccc(C)cc3)n3c2CCC3)cc1
[19] CCC1(CC)NC(=O)N(CC(=O)Nc2ccc(S(=O)(=O)N3CCOCC3)cc2)C1=O
[20] NC(=O)c1c(NC(=O)COC(=O)c2ccc(S(=O)(=O)Nc3ccccc3)cc2)sc2c1CCCC2
Assay by compound	11	12	13	14	15	16	17	18	19	20
MEKK2wt PB1 HTS	102	104	·	97	106	93	94	116	98	97
PfM18AAP inh	4	-3	·	-2	·	1	5	2	4	3
NALP1 yeast inh	18	7	·	7	9	14	2	-2	-5	-5
OXTR ag	0.5	0.2	-0.3	-0.6	-0.6	-0.3	·	-0.6	0.4	0.1
OXTR potentiate	-1	-11	-4	-6	-3	-2	·	-5	-3	-8
V1R ag counter	-0.4	1.1	0.5	-0.1	0.8	-0.5	·	0.1	0.3	0.7
GPR7 antagonist	1	-1	·	1	·	2	-19	-8	-13	-4
GalR3 antag	-7	1	0	-10	·	-9	-2	1	3	-7
MEKK2 mut-MEK5	0	2	·	3	4	-3	-3	10	0	-3

[21] Cc1ccc(N2NC3(CCN(C(N)=O)CC3)NC2=O)cc1
[22] O=C(CCCN1C(=O)c2ccccc2C1=O)N1CCCCC1
[23] CCCc1[nH]nc2c1C(c1cc(OC)cc(OC)c1)C(C#N)=C(N)O2 (stereo unspecified)
[24] CC(=O)C[C@H](O)CC(=O)[C@H]1OC(=O)CCCCCCc2ccccc21
[25] COc1cc(C(=O)Nc2ccc([N+](=O)[O-])cn2)cc(OC)c1OC
[26] O=C(c1ccc(C(F)(F)F)cc1)C1CCCN(C(=O)Cn2cncn2)C1 (stereo unspecified)
[27] Cc1c(=O)n(OCc2ccccn2)c2ccccc2[n+]1[O-]
[28] O=C(Cc1ccccc1[N+](=O)[O-])Nc1ccc(S(=O)(=O)N2CCCC2)cc1
[29] CCCNC(=O)COC(=O)c1ccccc1OCC(=O)Nc1ccc(Br)cc1
[30] COc1ccc(C(C(=O)NCC2CCCO2)N(C(=O)Cn2nnc3ccccc32)c2ccc(NC(C)=O)cc2)c(OC)c1 (stereo unspecified)
Assay by compound	21	22	23	24	25	26	27	28	29	30
MEKK2wt PB1 HTS	101	100	101	·	97	99	102	107	101	94
PfM18AAP inh	5	-2	9	·	-2	0	16	-1	4	-3
NALP1 yeast inh	0	8	18	·	13	-3	10	3	28	-8
OXTR ag	0.0	0.9	-1.1	1.1	-0.2	-0.7	-1.3	1.5	-0.9	0.6
OXTR potentiate	-13	-5	-6	-4	-8	-3	-9	0	7	-6
V1R ag counter	1.1	0.5	0.1	0.5	1.2	0.6	-0.4	4.2	0.3	0.0
GPR7 antagonist	-1	4	5	·	-7	-18	-14	-10	-4	-22
GalR3 antag	-7	4	-6	-6	-2	-1	-5	-1	3	-9
MEKK2 mut-MEK5	-2	-3	3	·	-2	-1	4	7	-1	-1

[31] Cc1cccc(CNc2ncc(-c3cccc([N+](=O)[O-])c3)n2C)c1
[32] CC(C)CCN1CCN(CC#Cc2ccccc2)CC1CCO (stereo unspecified)
[33] CCCc1nc2sc3ccccc3c(=O)c2c(=O)n1CCOC
[34] COc1ccc(-c2cc3nc(C)cc(N)n3n2)cc1
[35] Clc1ccc(CN2CC[C@H]3C=CCc4cccc(c43)C2)cc1
[36] Cc1cccc(/N=C/c2c(C)[nH]n(-c3ccccc3)c2=O)n1
[37] Cc1cccc(NC(=S)NC(=O)c2cccs2)n1
[38] Cc1cccnc1NC(=O)c1ccc2c(c1)OCO2
[39] O=c1cc(CN2CCN(c3cccc(Cl)c3)CC2)c2cc3c(cc2o1)CCCC3
[40] Cc1ccc(S(=O)(=O)N(C)c2ccc(C(=O)N3CCCCC3)cc2)cc1
Assay by compound	31	32	33	34	35	36	37	38	39	40
MEKK2wt PB1 HTS	104	105	·	121	·	92	98	·	106	92
PfM18AAP inh	4	7	-20	6	·	-7	7	·	1	-3
NALP1 yeast inh	6	11	0	9	·	·	-13	·	7	5
OXTR ag	0.2	0.4	0.0	-0.8	-0.6	-0.3	-0.6	-0.3	-0.6	13
OXTR potentiate	-1	-2	2	-1	-2	-15	-5	-8	0	-9
V1R ag counter	0.2	0.3	0.3	-0.9	0.7	0.0	0.6	0.3	-0.3	7.1
GPR7 antagonist	4	-2	-11	-7	·	-13	-15	·	0	-3
GalR3 antag	-9	2	·	-3	1	-2	-7	-4	-3	-4
MEKK2 mut-MEK5	2	-1	·	7	·	-4	0	·	5	-7

[41] Cc1csc2c(N3CCN(C(=O)Nc4ccc(Cl)c(Cl)c4)CC3)ncnc12
[42] Cc1ccc([N+](=O)[O-])cc1NC(=O)C(C)NS(=O)(=O)c1ccc(F)cc1 (stereo unspecified)
[43] CCN=C1SC(CC(=O)NCc2ccccc2)C(=O)N1CC (stereo unspecified)
[44] COc1ccccc1NC(=O)CS(=O)(=O)c1cccc2nsnc12
[45] O=C(NCC1COc2ccccc2O1)C1CCN(S(=O)(=O)c2cccc3nsnc23)CC1 (stereo unspecified)
[46] COC1CCCCC1Nc1cc(C)ccc1C (stereo unspecified)
[47] COC(C(=O)NC1CC1)c1ccccc1 (stereo unspecified)
[48] O=C(Nc1ccc(-n2ccc(C(F)(F)F)n2)cc1)c1cccs1
[49] O=C(CSc1ncnc2nc[nH]c12)N1CCN(c2ccccc2)CC1
[50] CC(NC(=O)C1(C)CC1(Br)Br)C(C)(C)C (stereo unspecified)
Assay by compound	41	42	43	44	45	46	47	48	49	50
MEKK2wt PB1 HTS	92	105	84	100	106	99	101	102	91	104
PfM18AAP inh	-2	3	-28	-1	0	7	-3	5	0	0
NALP1 yeast inh	·	10	-2	6	14	·	17	16	3	-22
OXTR ag	4.1	3.5	0.2	-0.4	0.5	-1.0	0.4	0.7	1.0	0.3
OXTR potentiate	-13	-8	-2	-17	0	-3	-2	-7	2	-14
V1R ag counter	7.8	1.3	0.1	-0.7	0.8	-0.1	-0.6	3.1	-0.2	-0.9
GPR7 antagonist	-8	-9	3	-7	0	-9	-3	0	-6	-11
GalR3 antag	1	-1	0	-3	-1	6	-1	0	-3	-3
MEKK2 mut-MEK5	-4	6	-13	0	1	2	0	-2	-2	3

Arranged by formula weight (lowest first): part of the list above.
[46] COC1CCCCC1Nc1cc(C)ccc1C (stereo unspecified)
[43] CCN=C1SC(CC(=O)NCc2ccccc2)C(=O)N1CC (stereo unspecified)
[48] O=C(Nc1ccc(-n2ccc(C(F)(F)F)n2)cc1)c1cccs1
[42] Cc1ccc([N+](=O)[O-])cc1NC(=O)C(C)NS(=O)(=O)c1ccc(F)cc1 (stereo unspecified)
[41] Cc1csc2c(N3CCN(C(=O)Nc4ccc(Cl)c(Cl)c4)CC3)ncnc12
Assay by compound	46	43	48	42	41
MEKK2wt PB1 HTS	99	84	102	105	92
PfM18AAP inh	7	-28	5	3	-2
NALP1 yeast inh	·	-2	16	10	·
OXTR ag	-1.0	0.2	0.7	3.5	4.1
OXTR potentiate	-3	-2	-7	-8	-13
V1R ag counter	-0.1	0.1	3.1	1.3	7.8
GPR7 antagonist	-9	3	0	-9	-8
GalR3 antag	6	0	0	-1	1
MEKK2 mut-MEK5	2	-13	-2	6	-4

Record cards, as listed above. Screens in order: MEKK2wt PB1 HTS, PfM18AAP inh, NALP1 yeast inh, OXTR ag, OXTR potentiate, V1R ag counter, GPR7 antagonist, GalR3 antag, MEKK2 mut-MEK5
O=C(NCC1COc2ccccc2O1)C1CCN(S(=O)(=O)c2cccc3nsnc23)CC1 (stereo unspecified) is listed as 106, 0, 14, 0.5, 0, 0.8, 0, -1, 1
CC(NC(=O)C1(C)CC1(Br)Br)C(C)(C)C (stereo unspecified) is listed as 104, 0, -22, 0.3, -14, -0.9, -11, -3, 3

More structures
[51] COc1ccc(-c2cc(C(=O)OCC(=O)Nc3cc(C)on3)c3ccccc3n2)cc1OC
[52] O=C(NNC(=O)C1CC=CCC1)c1ccccc1Cl (stereo unspecified)
[53] CCCc1nnc(NC(=O)c2nc(S(=O)(=O)Cc3cccc(C)c3)ncc2Cl)s1
[54] CC(=O)c1c(C)[nH]c(C(=O)Nc2nc(-c3ccc(-c4ccccc4)cc3)cs2)c1C
[55] CC(C)(C)NC(=O)Cn1nnc(-c2ccc(Cl)cc2)n1
[56] COc1ccc(/C=N\NC(=O)c2ccccc2)cc1COc1ccc(F)cc1
Assay by compound	51	52	53	54	55	56
MEKK2wt PB1 HTS	95	103	107	91	103	111
PfM18AAP inh	-7	-8	-10	0	-3	4
NALP1 yeast inh	3	12	-24	22	-18	16
OXTR ag	0.7	·	-1.1	0.9	0.6	-0.5
OXTR potentiate	-3	·	-4	-4	-4	-12
V1R ag counter	-0.2	·	-0.2	2.0	0.6	0.9
GPR7 antagonist	-11	-11	-4	-12	0	0
GalR3 antag	4	-4	-8	-1	-3	-2
MEKK2 mut-MEK5	-4	2	4	2	1	12
